Screens as filed in PubChem BioAssay.
UBC13 inh = human UBC13 polyubiquitination inhibition; 0.47% of 330,000 active; inhibition, % at 20 µM; UBC13 polyubiquitin chain formation, TR-FRET; P61088; in the data active = inhibition above about 45%, passing the limit was not always enough; inconclusive = no clear call, values can overlap the other calls
Target sequence (P61088 whole entry, looked up): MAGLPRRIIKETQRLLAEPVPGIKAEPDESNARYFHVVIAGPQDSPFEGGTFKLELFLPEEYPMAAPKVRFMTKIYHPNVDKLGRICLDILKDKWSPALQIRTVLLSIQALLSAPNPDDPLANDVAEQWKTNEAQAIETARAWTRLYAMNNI
SENP8 block-1 = inhibitors of human SENP8 protease | recombinant SENP8, Nedd8 substrate fluorescence | 0.64% of 360,000 active | AID 602440 | inhibition, % at 20 µM; in the data active = inhibition mostly above about 40%, no sharp cut-off; inactive = mostly below about 27%
SENP7 block = inhibitors of human SENP7 protease; Q9BQF6; recombinant SENP7, Z-RLRGG-aminoluciferin luminescence, 40 min; inhibition, % at 5 µM; 1.5% of 330,000 active; AID 434973;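 active = inhibition above about 50% at the single test dose, limit read from the data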;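 also: plate controls were DMSO with enzyme for no effect and no enzyme buffer wells for full effect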
beta cell repl = induces beta-cell replication in MIN6 cells | 0.29% of 330,000 active | MIN6 cells proliferation, ATPlite luminescence, 48 h; cells starved in 0.2% serum; 100% = growth in 10% serum | AID 2380 | proliferation, % at 10 µM;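 active = compounds whose signal lies at least 3.5 SD above the mean of all wells on their plate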;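 also: 0% = DMSO-treated cells in low-serum medium and 100% = 10% serum control; some compounds called inactive have numbers as strong as hits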
SENP6 inh = SENP6 protease inhibition. inhibition, % at 10 µM. Recombinant SENP6 catalytic domain, aminoluciferin luminescence. AID 2599. 1.8% of 330,000 active;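 active = inhibition above about 50% at the single tested dose, limit read from the data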;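 also: plate controls were DMSO wells with enzyme for no effect and DMSO wells lacking enzyme for full effect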
PfGluPho inh = PfG6PD (Plasmodium falciparum) enzyme inhibition; PfGluPho enzyme, NADPH resazurin-diaphorase fluorescence; inhibition, % at 20 µM; 0.78% of 350,000 active; AID 504690;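 active = inhibition reaching at least a set limit at 20 µM in the primary screen, cut at about 59% in these data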;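 also: 0% = DMSO wells with substrate and 100% = DMSO wells lacking glucose-6-phosphate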
SENP8 block-2 = inhibitors of human SENP8 protease; purified SENP8, Z-RLRGG-aminoluciferin cleavage, luminescence; inhibition, % at 10 µM; 1.2% of 330,000 active; AID 2540; in the data active = inhibition above about 50%
HKDC1 inhibitor = HKDC1 (human) hexokinase inhibition; AID 493160; 0.16% of 340,000 active; recombinant HKDC1, G6PDH/diaphorase resazurin coupled fluorescence; Q2TB90; inhibition, % at 20 µM;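 active = inhibition above about 35% when tested at 20 µM, limit read from the data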;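 also: plate controls were DMSO wells with enzyme for no effect and DMSO wells lacking enzyme for full effect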
Target sequence (Q2TB90 whole entry, looked up): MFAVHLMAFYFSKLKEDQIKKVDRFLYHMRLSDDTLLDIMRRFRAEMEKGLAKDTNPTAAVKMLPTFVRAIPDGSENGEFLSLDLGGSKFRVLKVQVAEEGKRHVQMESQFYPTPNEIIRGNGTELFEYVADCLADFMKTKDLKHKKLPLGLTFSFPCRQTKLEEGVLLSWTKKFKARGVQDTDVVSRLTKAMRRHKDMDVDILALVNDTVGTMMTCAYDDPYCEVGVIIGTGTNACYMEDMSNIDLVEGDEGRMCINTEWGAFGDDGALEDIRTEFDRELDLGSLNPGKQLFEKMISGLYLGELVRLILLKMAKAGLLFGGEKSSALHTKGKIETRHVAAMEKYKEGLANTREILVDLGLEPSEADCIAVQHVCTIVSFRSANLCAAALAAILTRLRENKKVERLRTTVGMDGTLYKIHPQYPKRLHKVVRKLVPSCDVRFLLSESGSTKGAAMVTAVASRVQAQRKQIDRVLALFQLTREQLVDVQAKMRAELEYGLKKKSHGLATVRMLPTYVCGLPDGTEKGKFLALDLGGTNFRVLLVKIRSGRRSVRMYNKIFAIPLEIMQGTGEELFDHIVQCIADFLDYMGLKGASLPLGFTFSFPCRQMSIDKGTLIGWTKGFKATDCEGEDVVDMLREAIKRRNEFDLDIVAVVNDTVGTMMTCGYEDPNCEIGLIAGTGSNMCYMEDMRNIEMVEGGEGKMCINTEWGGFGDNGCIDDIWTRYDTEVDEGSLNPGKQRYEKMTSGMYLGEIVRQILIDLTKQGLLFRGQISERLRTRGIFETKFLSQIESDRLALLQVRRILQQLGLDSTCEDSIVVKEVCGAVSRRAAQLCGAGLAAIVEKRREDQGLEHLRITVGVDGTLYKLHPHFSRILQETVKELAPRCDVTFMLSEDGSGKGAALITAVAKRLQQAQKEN
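test system = in-house recombinant HK5 (HKDC1) enzyme | amount = HKDC1 at 5 µg/mL | control set = DMSO-enzyme wells negative, buffer-substituted wells positive | compound = one dose of 20 µM, 1% DMSO | schedule = reaction time 90 min, room temperature, protected from light | technique = resorufin fluorescence at 613 nm | reagent = glucose with 1 mM ATP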
SENP1 FRET inh = SENP1 (human) catalytic domain inhibition; 0.21% of 360,000 active; recombinant SENP1 catalytic domain, CyPet-SUMO1-YPet FRET cleavage; inhibition, % at 10 µM;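 active = inhibition at least 30% at 10 µM, raw YFP signal under a set limit, fluorescence ratio 0.5 to 1.5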;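 also: 0% = enzyme with DMSO and 100% = no enzyme wells; some results filed as inactive read as strong as hits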
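Test system: recombinant human SENP1 catalytic domain, His6-tagged / Medium: pH 8 Tris buffer with EDTA, NaCl, BME, BSA, NP40, catalase / Also added: SUMO1 FRET substrate flanked by Cypet and Ypet, 25 nM / Times: 50 min reaction at room temperature / Signal: FRET, CFP and YFP emission / Control set: no-enzyme low control and enzyme-plus-DMSO high control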
Starred values were filed as active, the others as inactive; ? = inconclusive; . = no result given. A portion of the library, so the mix of outcomes need not match the whole.

SMILES	UBC13 inh	SENP8 block-1	SENP7 block	beta cell repl	SENP6 inh	PfGluPho inh	SENP8 block-2	HKDC1 inhibitor	SENP1 FRET inh
O=[N+]([O-])c1ccc(N2CCCC(C(F)(F)F)C2)c2ccncc12 (stereo not drawn)	-43	34	1	-4	-5	20	1	13	-14
CCC1(C(=O)c2ccc(C)cc2)C2c3ccccc3OC(=O)C21C(=O)O (stereo not drawn)	-11	4	-3	1	3	-18	0	-7	1
CC1CN(CC(=O)c2ccccc2Cl)CC(C)O1 (stereo not drawn)	-2	22	-9	-2	2	0	-6	-4	-1
COC(=O)C1=C(c2ccccc2OCc2ccccc2)C[C@@H]2CC[C@H]1N2C(=O)NCCOc1ccccc1Cl	6	2	7	-7	10	23	-2	7	3
CCc1ccc(N2C(=O)NC(=O)/C(=C\c3cccn3CCOc3ccc(C(C)C)cc3)C2=O)cc1	-15	-16	-3	-6	-9	-2	-7	-7	-24
Cn1c(O)c(C=NCCCNC2CCCCC2)c(=O)n(C)c1=O	14	16	5	0	-4	-2	-3	-6	-6
N#Cc1ccc(OCC(=O)N2CCN(Cc3ccc4c(c3)OCO4)CC2)cc1	-1	4	5	1	3	8	-1	-6	0
CCOc1c(Cl)cc(CNCCc2c[nH]c3ccccc23)cc1OC	12	25	-5	-5	-9	7	-10	-4	1
Cc1ccc(-n2c(/C=C/c3ccc4c(c3)OCO4)nc3ccccc3c2=O)cc1	-14	.	-7	0	-16	.	-8	.	.
C/C(=N\NC(=O)c1ccccc1Cl)c1c(O)n(C2CCCCC2)c(=O)[nH]c1=O	-7	-87	4	5	-1	-16	-2	-6	-1
CN1/C(=C\C=Nc2ccccc2)C(C)(C)c2ccccc21	-9	-15	2	-6	1	21	3	3	-62
C[N+]1(C)CCC(OC(=O)C(c2ccccc2)c2ccccc2)CC1	11	7	5	-3	-8	-4	0	-8	-3
CC(C(=O)c1ccc2ccccc2c1)N1CCCCC1 (stereo not drawn)	11	-112	-3	-1	-2	-9	-2	-9	1
CCCCn1c(=O)c(C(=O)NC(C)c2ccccc2)c(O)c2ccccc21 (stereo not drawn)	18	-15	-5	-4	-15	-14	-10	-2	0
O=C(O)C(O)(c1ccccc1)C1CCCCC1 (stereo not drawn)	-7	22	4	0	7	-7	-4	-3	-1
CCOc1ccc(CC2(CCc3ccncc3)C(=O)NC(=O)NC2=O)cc1	0	-4	4	-4	7	-5	8	-4	2
O=C(CN1CC=C(c2ccccc2)CC1)NC(=O)NCc1ccco1	-2	-109	8	-3	13	-2	0	0	-40
Cc1ccc(C2(O)CC(C)N(C)CC2C)cc1 (stereo not drawn)	-2	23	3	0	-8	-3	-4	-7	1
COCCCNP1(=O)OCC(C)([N+](=O)[O-])CO1 (stereo not drawn)	.	9	.	.	.	-11	.	8	5
CC(Cc1ccccc1)NC(=O)Cc1ccc(N(C)C)cc1 (stereo not drawn)	7	16	-5	-2	2	-2	2	-5	-2
COC(=O)C1=Nc2ccccc2/C1=C\c1c(O)n(C)c(=O)n(C)c1=O	0	-11	-1	10	-13	11	8	7	-16
CC1(C)CN=C(Nc2nc3ccccc3s2)S1	10	32	18	-2	8	7	-12	1	4
Cc1cccc(C)c1OP(N)(=O)OCC(F)(F)F (stereo not drawn)	-3	7	-2	-1	-24	-5	1	-13	3
Clc1ccc(C(Cn2ccnc2)OCc2csc3c(Cl)cccc23)c(Cl)c1 (stereo not drawn)	44	9	5	-8	-18	20	-5	-1	1
COc1cc(-n2c(=S)[nH]c3ccccc3c2=O)c(Cl)cc1Cl	?	14	-5	0	4	-24	-10	6	3
(further entries)
SMILES	UBC13 inh	SENP8 block-1	SENP7 block	beta cell repl	SENP6 inh	PfGluPho inh	SENP8 block-2	HKDC1 inhibitor	SENP1 FRET inh
O=C(c1ccc(Cl)cc1)C1CCCN(Cc2ccc3c(c2)OCCO3)C1 (stereo not drawn)	12	15	0	-3	0	15	5	-4	1
COC(=O)C1=C(c2ccc(F)cc2OCc2ccccc2)C[C@@H]2CC[C@H]1N2C(=O)N1CCC(O)CC1	12	12	-2	2	-10	19	3	2	3
Cc1ccc(-c2nc3ccc(Cl)cc3n2OC(=O)N(C)C)cc1	6	4	1	-5	9	52	-2	-6	3
Cc1ccc(-c2nn(Cc3ccccc3)cc2C(=O)O)cc1	-2	8	9	0	1	-17	1	2	0
CC1=NOC2(C)Nc3ncnn3C(c3ccccc3)C12 (stereo not drawn)	?	0	-8	-2	-6	1	-1	-2	-1
CC(C)c1ccc(-n2c(O)c(C=NCCN3CCNCC3)c(=O)[nH]c2=S)cc1	7	15	6	-4	-4	-12	-1	-4	0
O=c1c2ccccc2nc(-c2ccccc2)n1-c1ccccc1O	-3	4	-16	-3	-2	0	-5	-3	3
O=C(Cc1ccccc1)Oc1ccc([N+](=O)[O-])cc1	-8	14	3	-3	12	-19	1	1	-1
COC(=O)C1=C(c2cccc(OCc3ccccc3)c2)C[C@@H]2CC[C@H]1N2C(=O)NCc1ccccc1OC	-1	13	-9	-7	-12	-2	-11	3	-1
COC(=O)C1=C(c2cccc(OCc3ccccc3)c2)C[C@@H]2CC[C@H]1N2C(=O)NCc1ccc([N+](=O)[O-])cc1	8	11	-1	-7	6	11	0	-3	4
COc1ccc(OC)c(N2C(=O)NC(=O)C3(Cc4cc(C)ccc4N(C)C3)C2=O)c1 (stereo not drawn)	-22	20	-9	0	9	-16	-11	-4	-6
CN1CCN(Cc2cn3cccnc3n2)CC1	0	-79	2	3	7	-9	4	5	4
O=C(c1ccccc1)C1NC1c1ccccc1 (stereo not drawn)	3	19	2	-2	-11	0	-2	0	-2
CCc1ccc(N2C(=O)NC(=O)/C(=C/c3cccn3CCOc3ccc(C)cc3)C2=O)cc1	-11	22	-21	-5	-8	-13	-15	7	-4
CCN(CC)c1ccccc1	-3	3	-2	-3	-11	-15	-12	-6	-3
COc1cccc(N2C(=O)NC(=O)/C(=C/c3ccc([N+](=O)[O-])s3)C2=O)c1	-19	48*	5	-4	44	83*	25	2	9
CC(Cc1ccccc1Sc1ccc(O)cc1)N(C)C (stereo not drawn)	8	26	7	-2	-9	-13	0	-7	1
CCN(CC)CCCN=C(C)c1c(O)n(-c2ccc(C)cc2)c(=O)[nH]c1=O	-10	3	-3	-2	-4	-15	-3	-1	-1
COC1=CC2[C@@H]3Cc4ccc(OC)c(O)c4[C@]2(CCN3C)CC1=O (stereo partly drawn)	-6	17	0	2	-30	-9	-16	3	0
CN1CCN(c2ccc(N)cc2Cl)CC1	-5	29	-10	-2	6	14	-5	0	9
Cc1cccc(-n2c(O)c(C=NCCN3CCNCC3)c(=O)[nH]c2=S)c1	3	18	8	-6	11	6	6	-4	2
C=CCn1c(O)c(C(CC)=NCCC2=CCCCC2)c(=O)[nH]c1=O	-5	22	3	1	-1	-23	5	-1	2
CCN(CC)c1ccc(N=Cc2c(O)n(CCc3ccc(OC)c(OC)c3)c(=O)[nH]c2=O)cc1	.	22	.	.	.	5	.	-4	-32
CCN1CCN(C(=O)Cc2coc3ccc4ccccc4c23)CC1	2	-7	3	-2	-9	15	-2	1	-7
O=C(c1cc(C(=O)NCc2ccc(Cl)cc2)c(=O)n(Cc2ccc(Cl)cc2)c1)c1cc(F)ccc1O	-23	14	-6	0	-9	3	-6	3	-1

Shown as labelled records: entries from further up
SMILES: CCN(CC)c1ccccc1
  UBC13 inh = -3	SENP8 block-1 = 3	SENP7 block = -2	beta cell repl = -3	SENP6 inh = -11	PfGluPho inh = -15	SENP8 block-2 = -12	HKDC1 inhibitor = -6	SENP1 FRET inh = -3

SMILES: COc1cccc(N2C(=O)NC(=O)/C(=C/c3ccc([N+](=O)[O-])s3)C2=O)c1
  UBC13 inh = -19	SENP8 block-1 = 48*	SENP7 block = 5	beta cell repl = -4	SENP6 inh = 44	PfGluPho inh = 83*	SENP8 block-2 = 25	HKDC1 inhibitor = 2	SENP1 FRET inh = 9

SMILES: CC(Cc1ccccc1Sc1ccc(O)cc1)N(C)C (stereo not drawn)
  UBC13 inh = 8	SENP8 block-1 = 26	SENP7 block = 7	beta cell repl = -2	SENP6 inh = -9	PfGluPho inh = -13	SENP8 block-2 = 0	HKDC1 inhibitor = -7	SENP1 FRET inh = 1

SMILES: CCN(CC)CCCN=C(C)c1c(O)n(-c2ccc(C)cc2)c(=O)[nH]c1=O
  UBC13 inh = -10	SENP8 block-1 = 3	SENP7 block = -3	beta cell repl = -2	SENP6 inh = -4	PfGluPho inh = -15	SENP8 block-2 = -3	HKDC1 inhibitor = -1	SENP1 FRET inh = -1

Remaining list, next part.
SMILES	UBC13 inh	SENP8 block-1	SENP7 block	beta cell repl	SENP6 inh	PfGluPho inh	SENP8 block-2	HKDC1 inhibitor	SENP1 FRET inh
Cc1ccc2c(c1)C1CN(C)CCC1N2C(=O)COc1ccc(S(=O)(=O)N2CCOCC2)cc1 (stereo not drawn)	-3	9	2	-2	3	-6	-8	-9	0
CCOc1ccc(/C=C2/C(=O)NC(=O)N(CCc3ccc(F)cc3)C2=O)cc1	-1	4	4	0	3	-5	2	-1	-1
CCOC(=O)/C(=N\Nc1ccccc1)N1CC1	-8	13	0	-1	-2	7	3	-8	1
Cn1c(O)c(C=Nc2ccc(Br)cc2)c(=O)n(C)c1=O	-2	-157	26	1	59*	-2	50*	-2	0
O=c1[nH]c(=S)n(C2CC2)c(O)c1C=Nc1cccc(C(F)(F)F)c1	12	10	6	0	-10	5	5	-10	4
CC(N)Cc1c[nH]c2ccc(O)cc12 (stereo not drawn)	.	-2	.	.	.	3	.	8	0
CC12CN3CC(C)(CN(C1)C3c1ccco1)C2=O (stereo not drawn)	-3	23	-1	0	-11	-12	-3	-3	2
COc1cccc(-n2c(=S)[nH]c3ccccc3c2=O)c1	17	10	14	-1	5	0	0	-10	2
Nc1ccc2cc(Br)ccc2c1	-7	-210	6	-3	40	10	4	9	-5
Cn1ncc(Cl)c1C(=O)N1CCC2(CC1)OCCO2	1	8	0	1	0	-7	5	-4	0
C(=NC12CN3CN(CN(C3)C1)C2)c1cccs1	2	0	-2	-2	4	-6	-2	-4	0
CCC(=O)O[C@H]1CC[C@H]2[C@@H]3CCC4=CC(=O)CC[C@]4(C)[C@H]3CC[C@]12C	.	-2	.	.	.	2	.	6	-2
O=C1NC(=O)C(Nc2ccc(Cl)c(Cl)c2)C(=O)N1	.	65*	.	.	.	30	.	-11	-2
CC1CCC[C@H](O)CCCCCc2cc(O)cc(O)c2C(=O)O1 (stereo partly drawn)	7	6	-9	1	-14	-32	-6	2	0
COC(=O)C1=C(c2ccccc2)C[C@@H]2CC[C@H]1N2C(=O)N1CCOCC1	3	9	4	0	-10	13	-8	-4	2
CC12CCC3C(CC=C4CC(O)CCC43C)C1CC(=CN1CCOCC1)C2=O (stereo not drawn)	.	13	.	.	.	-15	.	-4	-1
O=C1NC(=O)C(Cc2ccccc2)(Cc2ccccc2)C(=O)N1	.	15	.	.	.	-3	.	7	1
CCC(C)NC(=O)CN1C(=O)CN=C(c2ccccc2)c2ccccc21 (stereo not drawn)	-7	12	3	4	17	-3	3	-11	-2
C[C@]12CC[C@H](O)CC1=CC[C@@H]1[C@@H]2CC[C@]2(C)C(=O)CC[C@@H]12	13	2	-13	-1	7	-23	9	-5	-2
COc1ccc(-c2nc3ccc(C(=O)N4CCC5(CC4)OCCO5)cc3nc2-c2ccc(OC)cc2)cc1	25	-484	-7	-2	-12	6	-17	1	-40
Cc1nn(Cc2ccccc2)c(C)c1C(=O)OCC(=O)Nc1cccc(S(N)(=O)=O)c1	-3	-4	-3	1	-2	-7	-10	0	1
